# MazF activator: MazEF (E. coli) toxin RNase activation; P0AE70; activation, % at 20 µM; 350,000 tested, 0.32% active; FAM/BHQ RNA-DNA oligo cleavage fluorescence, 5 h; in the data active means activation above about 50%
# Target sequence (P0AE70 whole entry, looked up): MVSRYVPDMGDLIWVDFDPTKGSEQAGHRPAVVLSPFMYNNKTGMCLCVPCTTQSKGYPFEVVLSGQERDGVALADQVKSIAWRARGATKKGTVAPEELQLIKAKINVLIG
# PriA SSB inh: K. pneumoniae PriA-SSBct interaction inhibition; inhibition, % at 33 µM; 430,000 tested, 0.6% active; AlphaScreen SSBct-PriA binding, biotinylated peptide; in the data active means inhibition mostly above about 37%, no sharp cut-off; inactive means mostly below about 20%;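 further: plate controls were negative control peptide for no effect and reference peptide for full effect; strong numbers were not always called active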
# DUSP3 inh: inhibitors of human VHR1 phosphatase (DUSP3); inhibition, % at 13.3 µM; recombinant VHR phosphatase, pNPP absorbance; 290,000 tested, 0.52% active; AID 1654; P51452; in the data active means inhibition above about 50%; further: some compounds called inactive have numbers as strong as hits
# Target sequence (P51452 whole entry, looked up): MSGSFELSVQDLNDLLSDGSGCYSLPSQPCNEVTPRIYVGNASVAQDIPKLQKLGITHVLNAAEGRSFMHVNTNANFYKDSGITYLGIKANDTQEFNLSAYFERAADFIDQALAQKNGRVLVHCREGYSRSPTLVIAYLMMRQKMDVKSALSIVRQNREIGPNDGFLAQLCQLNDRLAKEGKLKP
# SARS 3CLpro inh: SARS-CoV 3CLpro protease inhibition | P0C6X7 | recombinant SARS-CoV 3CLpro, quenched FRET peptide cleavage | inhibition, % at 6 µM | 290,000 tested, 0.14% active | AID 1706; in the data active means inhibition above about 12%
# Anthrax LF prot: anthrax lethal factor protease inhibition. P15917. multiplex microsphere protease cleavage assay, LF. inhibition, % at 10 µM. 360,000 tested, 0.12% active; further: plate controls were buffer without enzyme for full effect and enzyme alone for no effect
# PrPC surface inh: reduces human prion protein on the cell surface. P04156. cell surface PrPC, TR-FRET read-out. inhibition, % at 13.8 µM. 370,000 tested, 0.43% active. AID 720596; in the data active means inhibition above about 24%; further: 0% = median of the test wells and 100% = reference compound wells
# BoNT A protease: blocks Botulinum neurotoxin A light chain protease; AID 588499; 360,000 tested, 0.17% active; multiplex microsphere protease substrate cleavage, flow cytometry; inhibition, % at 10 µM; further: plate controls were buffer without enzyme for full effect and enzyme alone for no effect
# Rv3671c protease: Rv3671c (M. tuberculosis) protease inhibition. inhibition, % at 5.96 µM. 320,000 tested, 0.048% active. AID 2606; in the data active means inhibition above about 38%;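 further: extracellular domain of Rv3671c used as enzyme; 0% = enzyme with DMSO and 100% = no enzyme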
# Target sequence (P9WHR9 whole entry, looked up, the tested form may be a part): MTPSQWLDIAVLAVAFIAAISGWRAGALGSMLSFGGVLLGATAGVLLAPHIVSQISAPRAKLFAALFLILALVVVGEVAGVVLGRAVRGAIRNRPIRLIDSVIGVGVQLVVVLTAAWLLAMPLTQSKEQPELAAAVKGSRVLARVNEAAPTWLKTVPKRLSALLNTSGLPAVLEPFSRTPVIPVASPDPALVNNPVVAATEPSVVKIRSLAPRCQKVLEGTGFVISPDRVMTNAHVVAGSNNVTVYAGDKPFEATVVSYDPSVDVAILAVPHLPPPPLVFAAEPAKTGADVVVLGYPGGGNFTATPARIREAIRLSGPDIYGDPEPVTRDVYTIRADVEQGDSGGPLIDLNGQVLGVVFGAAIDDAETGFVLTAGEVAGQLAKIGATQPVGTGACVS
# CCHFV vOTU inh: CCHFV vOTU protease inhibition. inhibition, % at 11.5 µM. 370,000 tested, 0.55% active. Pep-AMC fluorescence; in the data active means inhibition above about 30%; further: 0% = vehicle wells with enzyme and 100% = no enzyme wells
# BoNT-F LC inh: blocks Botulinum neurotoxin F light chain protease. Multiplex microsphere protease cleavage assay, flow cytometry. inhibition, % at 10 µM. 360,000 tested, 0.22% active. AID 588497; in the data active means inhibition above about 35%, passing the limit was not always enough; inconclusive means no clear call, values can overlap the other calls; further: plate controls were buffer without enzyme for full effect and enzyme alone for no effect
# Numbers without * were called inactive; i = inactive; ? = inconclusive; . = not tested or not shown; & = joins results of further samples. Unless noted, no stated cut-off is given here; in the data, active means inhibition above about 30%; inconclusive means no clear call, values can overlap the other calls; inactive means below that.
SMILES,MazF activator,PriA SSB inh,DUSP3 inh,SARS 3CLpro inh,Anthrax LF prot,PrPC surface inh,BoNT A protease,Rv3671c protease,CCHFV vOTU inh,BoNT-F LC inh
COc1ccc(/C=N/Nc2nncc3ccccc23)cc1,6,.,10,4,-2,-1,0.1,1,8,14
CCOC(=O)CCCNC(=O)COC(=O)CCC(=O)c1ccc(F)cc1,9,-9,25,3,-2,1,-0.1,6,-4,2
CCOC(=O)C(NC(C)=O)(NS(=O)(=O)c1ccccc1)C(F)(F)F (centres undefined),-1,-12,9,-2,8,-4,0.4,2,-10,5
O=C1C(=Cc2ccc(F)cc2)Cc2ccccc21,.,.,.,.,-3,6,-0.1,.,5,0
CCc1ccc2[nH]cc(C(=O)N3CCCCCC3)c(=O)c2c1,-4,-19,24,-1,-2,5,1.2,-1,-1,2
Cc1cccc(CN2CCN(CC(=O)NCCCN3CCCC3=O)C2=O)c1,8,-4,5,-2,1,0,0.2,2,3,6
Cc1ccc(S(=O)(=O)NCc2ccc(C(=O)NC3CCCCC3)cc2)cc1,6,-4,10,-1,-3,-2,-0.4,-1,11,3
COCCNCC(=O)N1c2ccccc2Sc2ccccc21,-26,-4,-18,1,-10,0,-3.8,0,1,-31
Cc1ccc(C)c(C(=O)CSc2nc(N)cc(=O)[nH]2)c1,-13,-7,-5,1,3,7,?,0,0,?
O=CC(=O)c1ccccc1,11,-4,.,.,-6,-8,0.9,0,9,5
COc1ccccc1N1CCN(C(=O)CCNS(=O)(=O)c2ccc3c(c2)CCC(=O)N3)CC1,0,2,12,0,-1,3,-0.4,1,1,4
Cc1c(CCO)sc[n+]1CC(=O)OC12CC3CC(CC(C3)C1)C2,4,8,-2,-1,0,3,0.5,1,-12,-5
Cn1c(N2CCOCC2)c(C=O)c2ccccc21,10,-28,.,1,7,10,0.0,2,-4,-5
CC(=O)N1CC(=O)N=C1SCC(=O)Nc1nc(-c2ccccc2)c(-c2ccccc2)s1,6,14,6,0,-2,-8,-0.4,-18,0,-10
C=CCNC(=O)c1ccccc1S(=O)c1ccccc1C#N (centres undefined),-3,4,-1,-5,-1,7,0.0,0,18,-3
COc1ccc(OC)c(-n2c(SCC(=O)NCc3ccco3)nnc2-c2c[nH]c3ccccc23)c1,0,-2,34,4,-16,3,-1.4,-4,-3,-2
O=[N+]([O-])c1ccc(N/N=C2\CC3CC=CC23)c([N+](=O)[O-])c1 (centres undefined),-4,.,-10,3,-6,-14,-0.1,9,7,-3
CCOC(=O)[C@H]1[C@H]2COc3ccc(Br)cc3[C@@H]2N2C(=O)N(c3ccccc3)C(=O)[C@@]12C,-2,6,.,.,-2,5,0.9,-2,-2,6
CC(C)c1ccccc1NC(=S)NCc1nc2ccccc2[nH]1,-10,11,15,6,-5,-3,-0.6,-1,0,-9
COc1cc2nc(Nc3ccc(C)c(C)c3)nc(N)c2cc1OC,40,18,7,-4,-4,-3,2.1,22,-4,-25
COc1cccc2cc(C(=O)N3CCc4ccccc4C3)c(=O)oc12,2,-9,15,3,-1,2,-0.2,-1,-4,-4
Cc1cc(SCC(=O)OCC(=O)NCC2CCCO2)c(C)cc1Br (centres undefined),-2,-17,13,4,-1,0,-0.8,-11,4,-2
O=C(Cc1ccc(Br)c2ccccc12)N/N=C/c1ccccn1,2,.,16,2,-1,14,-1.5,-6,8,-8
COc1cc(S(=O)(=O)NCCc2ccc3c(c2)OCO3)ccc1-n1cnnn1,1,-5,14,0,-1,-8,0.5,-1,12,2
O=C(Nc1ccccn1)c1cc(-c2ccc(Cl)s2)nc2ccccc12,-13,-4,.,.,-6,-1,0.0,-29,-14,-5
# Additional entries follow:
SMILES,MazF activator,PriA SSB inh,DUSP3 inh,SARS 3CLpro inh,Anthrax LF prot,PrPC surface inh,BoNT A protease,Rv3671c protease,CCHFV vOTU inh,BoNT-F LC inh
CSc1ccc(S(=O)(=O)Nc2c(C)n(C)n(-c3ccccc3)c2=O)cc1,5,-8,-16,-4,-10,0,-1.9,3,0,5
CCn1c2ccccc2c2cc(/C=C(/C#N)C(N)=S)ccc21,-3,-7,.,.,-1,-1,1.5,.,11,0
O=C(CSc1ncnc2c1cnn2-c1ccc(Cl)cc1)NCc1ccc2c(c1)OCO2,-116,-13,6,-5,2,-2,-0.1,-2,12,0
O=C(CCN1CCOCC1)c1ccc(Br)cc1,-19,-5,18,5,-4,-3,5.5,-8,-8,40*
CN(Cc1ccc(F)cc1)S(=O)(=O)c1nnc(NC(=O)c2ccccc2)s1,2,-5,-27,3,3,0,-0.1,-8,4,4
CC1(C)CN(Cc2cccnc2)C(=O)[C@H]1CC(=O)Nc1ccc(Br)cc1,0,.,.,.,-1,0,-0.4,.,-10,-3
O=C(CSc1nnc2c(n1)[nH]c1ccc(F)cc12)NCc1ccc(F)cc1,10,1,34,2,1,2,0.8,-16,6,8
O=[N+]([O-])c1ccccc1CNC(Cc1ccccc1)c1ccccc1 (centres undefined),-3,-8,4,6,-4,3,-0.7,-3,21,-6
CN1CCN(NC(=O)c2cccc(F)c2)CC1,-3,-3,23,0,0,-6,0.5,2,7,-1
Cn1c(=O)c2nc3ccccc3nc2n(C)c1=O,7,-6,11,-2,-3,-39,0.4,10,0,0
COc1cccc(C2(O)CCN(CC(=O)NCC3CC3)CC2)c1,-1,2,21,0,-5,-4,-0.1,5,-16,-5
CC(C)c1nnc(NC(=O)CCC(=O)NCc2ccco2)s1,-1,-4,3,-4,-11,-6,-0.4,2,-1,-2
COc1ccc2c(c1)c(C(=O)O)c(C)n2CC(C)C,12,19,-16,3,1,2,4.5,2,27,-36
CC(=O)Nc1ccc(-c2ccnc3c2CC(C(=O)NC(C)C)O3)cc1 (centres undefined),.,.,.,.,-2,-6,0.1,.,-9,3
COCCOc1ccc(C(F)(F)F)cc1N,8,-4,-10,-1,-1,-1,-0.6,-3,5,-4
COc1cc(/C=N/NC(=O)c2sc(N)c(C#N)c2C)cc(Br)c1O,7,.,28,-2,4,4,0.3,-36,19,2
Cc1cc(C)cc(OCC(=O)O/N=C(\N)c2cccnc2)c1,2,i,41,-1,-3,10,-0.7,.,6,-10
c1cnc(SCCOc2ccc3c(c2)CCC3)nc1,2,-60,6,2,.,1,.,-7,-3,.
CC(Sc1ncnc2ccccc12)C(=O)Nc1ccc2c(c1)OCCO2 (centres undefined),5,-7,21,1,-1,43*,2.3,1,-9,-8
COc1cccc2c(=O)n(CC(=O)NCCc3ccccc3)ccc12,0,-16&-7,21,8,-2,-1,-0.4,1,2,-6
O=C(c1cc2ccccc2oc1=O)N1CCN(C(=O)C2CCCO2)CC1 (centres undefined),-7,-10,5,0,-4,.,-8.2,4,.,-7
O=C(Nc1ccc(N2CCOCC2)c(F)c1)c1ccncc1,2,4,2,-4,-2,-2,0.9,10,0,-4
O=C(NCc1ccc(Cl)nc1)c1csc([C@@H]2O[C@H](CO)[C@H](O)[C@H](O)[C@H]2O)n1,.,.,.,.,-3,11,0.1,.,-12,8
CC1CN(C(=O)COC(=O)[C@@H]2CC(O)CN2S(=O)(=O)c2ccc3c(c2)OCCO3)CC(C)O1 (some centres undefined),-4,2,26,8,0,6,-0.6,3,-2,-8
COc1ccc(C(=O)NNC(=S)NC(=O)C(C)(C)C)cc1,1,-3,12,3,-4,8,-0.5,15,-7,0
# New compounds follow:
SMILES,MazF activator,PriA SSB inh,DUSP3 inh,SARS 3CLpro inh,Anthrax LF prot,PrPC surface inh,BoNT A protease,Rv3671c protease,CCHFV vOTU inh,BoNT-F LC inh
COc1cc(C)ccc1OCC(=O)OCC(=O)c1cc(C)n(CC2CCCO2)c1C (centres undefined),-8,-11,.,.,-12,0,-0.2,5,10,0
Cc1nn(C)c(Cl)c1CN1CCCC(CO)(Cc2ccccc2)C1 (centres undefined),-25,-4,17,-4,0,-1,0.8,-2,0,-6
COc1ccc(-c2cc(C)no2)cc1S(=O)(=O)N(C)Cc1ccco1,3,-6,38,1,-5,-3,-2.3,-9,22,-8
COc1ccc2c(c1)c1nnc(SCC(=O)Nc3ccccc3F)nc1n2C,28,1,6,-7,-5,9,-1.3,5,-3,17
O=c1[nH]c2ccsc2c(=O)n1-c1ccc(F)cc1,1,-4,43,-1,-10,8,-0.2,-3,-2,0
Cc1csc(NC(=O)Cc2c(F)cccc2Cl)n1,9,3,-16,0,12,-5,2.3,4,-5,?
COc1ccc(CCNC(=O)c2cc(-c3cc(C)ccc3O)n[nH]2)cc1OC,-10,7,4,-9,-10,2,0.2,-6,-14,-2
O=C(Cc1c(-c2ccccc2)nc2ccc(Br)cn12)N1CCCC1,.,.,.,.,-7,12,0.0,.,3,4
O=C1c2ccccc2C(Nc2ccc(S(=O)(=O)N3CCOCC3)cc2)N1Cc1ccco1 (centres undefined),-2,7,11,1,0,-7,-0.5,3,-4,-1
CC(C)CCN(C(=O)c1ccc(N2CCCC2=O)cc1)c1c(N)n(Cc2ccccc2)c(=O)[nH]c1=O,2,4,.,.,-1,1,2.3,-8,3,20
COc1ccc(Nc2nc3nonc3nc2N2CCCCC2)cc1,12,2,29,0,-2,-4,?,4,8,?
COc1cccc(C(O)c2nc3ccccc3n2C)c1 (centres undefined),-14,-14,4,-3,-2,2,-0.8,10,-13,4
Cc1ccc(C23CC4CC(CC(NC(=O)NN)(C4)C2)C3)cc1,0,-4,28,2,0,4,2.1,-5,2,5
COC(=O)c1ccc(NC(=O)CSc2nncn2-c2cccnc2)cc1,5,-7,22,-5,-7,-1,-0.4,-5,-7,12
O=C(c1cc[n+]([O-])cc1)N1CCCC(N2CCN(c3cccc(C(F)(F)F)c3)CC2)C1 (centres undefined),-13,-2,-5,-3,-2,1,-2.0,-8,8,-8
O=C(COC(=O)c1ccco1)c1ccc(F)cc1,4,2,36,-4,3,4,-0.8,-2,-8,-8
COc1cc2nc(Cl)nc(NCCO)c2cc1OC,3,3,4,-5,-10,3,-1.3,0,-5,4
Cc1ccc(NC(=O)C(C)N2CCCC2)cc1Cl (centres undefined),4,-1,24,3,-1,-8,-0.7,-6,0,-6
Cc1onc(-c2ccccc2)c1C(=O)N/N=C/c1cccc(O)c1,2,.,-1,4,-2,5,0.1,0,2,-2
CC(=O)c1ccc(OCc2cc(C(=O)N3CCCCC3c3cccnc3)no2)cc1 (centres undefined),6,10,26,2,-1,6,3.3,11,18,-2
COc1ccc(C(CNC(=O)Cc2c(F)cccc2Cl)N2CCCCC2)cc1 (centres undefined),-7,-4,-1,1,4,-6,0.9,0,-12,1
COc1ccc(-c2onc(C)c2-c2ccccc2)c(O)c1,1,-4,16,-1,-3,4,0.4,4,19,1
CN(C)S(=O)(=O)c1cccc(C(=O)OCC(=O)N2CCCC2=O)c1,0,-4,5,0,-1,-2,-0.4,7,1,-4
COc1ccc2[nH]c3ccc(OC)cc3c2c1,5,4,28,6,-4,-1,0.0,8,-22,8
N#CC(=C1NC(=O)c2ccccc21)c1nc2ccccc2n1CCO,2,.,.,.,2,-7,-0.6,.,21,-2

# Fetched one by one from the entries so far, 7 records:
SMILES,MazF activator,PriA SSB inh,DUSP3 inh,SARS 3CLpro inh,Anthrax LF prot,PrPC surface inh,BoNT A protease,Rv3671c protease,CCHFV vOTU inh,BoNT-F LC inh
O=C(c1cc[n+]([O-])cc1)N1CCCC(N2CCN(c3cccc(C(F)(F)F)c3)CC2)C1 (centres undefined),-13,-2,-5,-3,-2,1,-2.0,-8,8,-8
Cc1nn(C)c(Cl)c1CN1CCCC(CO)(Cc2ccccc2)C1 (centres undefined),-25,-4,17,-4,0,-1,0.8,-2,0,-6
O=C1c2ccccc2C(Nc2ccc(S(=O)(=O)N3CCOCC3)cc2)N1Cc1ccco1 (centres undefined),-2,7,11,1,0,-7,-0.5,3,-4,-1
CC(C)CCN(C(=O)c1ccc(N2CCCC2=O)cc1)c1c(N)n(Cc2ccccc2)c(=O)[nH]c1=O,2,4,.,.,-1,1,2.3,-8,3,20
CN(C)S(=O)(=O)c1cccc(C(=O)OCC(=O)N2CCCC2=O)c1,0,-4,5,0,-1,-2,-0.4,7,1,-4
COc1cccc(C(O)c2nc3ccccc3n2C)c1 (centres undefined),-14,-14,4,-3,-2,2,-0.8,10,-13,4
COc1ccc2c(c1)c1nnc(SCC(=O)Nc3ccccc3F)nc1n2C,28,1,6,-7,-5,9,-1.3,5,-3,17

# Screening data (PubChem)

# A portion of the library, so the mix of outcomes need not match the whole.
